Compound activity deposited in PubChem BioAssay by National Center for Advancing Translational Sciences (NCATS).
PLK1 PBD block: qHTS for Inhibitors of PLK1-PDB (polo-like kinase 1 - polo-box domain): Primary Screen; Serine/threonine-protein kinase PLK1 (Homo sapiens), P53350; Plk1 PBD binding of FITC phosphopeptide, fluorescence polarization; Potency, µM, without a hit: max response, negative = inhibition, hits mostly inhibitors; hit rate 2.8% among 360,000; note: potency is the fitted concentration of half-maximal effect; series mostly up to about 57 µM; % is set by controls: 0 for no effect and ±100 for the full control effect; nearly all actives have a fitted effect of over 65% in size
EPAC1 antagonist: qHTS for Antagonist of cAMP-regulated guanine nucleotide exchange factor 3 (EPAC1): primary screen | Rap guanine nucleotide exchange factor 3 (Homo sapiens), O95398 | Potency, µM (series often up to 115 µM), inactives show at the top dose activity change, negative = inhibition, most hits filed as inhibitors | EPAC1 GEF assay, Rap1b-BODIPY-GDP exchange fluorescence | hit rate 0.14% among 360,000;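 note: potency is the fitted concentration of half-maximal effect; plate controls were vehicle for no effect and positive control for full effect; nearly all actives have a fitted effect of over 50% in size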
GLP1R ag: qHTS of GLP-1 Receptor Agonists. hit rate 0.007% among 380,000. Glucagon-like peptide 1 receptor (Homo sapiens), P43220. Potency, µM (doses to about 45.6 µM), for inactives: top-dose activation, hits mostly activators. HEK293 GLP-1R CRE-luciferase, luminescence, 4-6 h; cells express a hypersensitive GLP-1R form; note: potency is the fitted concentration of half-maximal effect; % of control where 0% means no effect
Target sequence (P43220 whole entry, looked up): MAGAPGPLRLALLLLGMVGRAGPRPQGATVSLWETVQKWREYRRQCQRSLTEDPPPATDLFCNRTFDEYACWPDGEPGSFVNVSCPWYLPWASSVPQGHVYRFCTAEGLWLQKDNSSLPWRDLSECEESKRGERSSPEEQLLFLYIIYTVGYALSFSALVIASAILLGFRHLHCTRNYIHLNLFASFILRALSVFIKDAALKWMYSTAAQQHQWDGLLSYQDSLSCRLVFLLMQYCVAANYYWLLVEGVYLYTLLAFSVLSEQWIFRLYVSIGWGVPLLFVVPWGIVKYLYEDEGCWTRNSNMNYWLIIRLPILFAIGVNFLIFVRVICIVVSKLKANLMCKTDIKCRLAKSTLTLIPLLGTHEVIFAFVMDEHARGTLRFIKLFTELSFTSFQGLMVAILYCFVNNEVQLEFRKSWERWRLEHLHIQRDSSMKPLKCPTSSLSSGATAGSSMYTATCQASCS
GLP1R inv ag: qHTS of GLP-1 Receptor Inverse Agonists (Inhibition Mode); Glucagon-like peptide 1 receptor (Homo sapiens), P43220; HEK293 GLP-1R CRE-luciferase, luminescence, 24 h; GLP-1R form is constitutively active; Potency, µM (doses to about 38.3 µM), for inactives: at the top dose activity change, negative = inhibition, hits mostly inhibitors; hit rate 1.6% among 410,000; note: potency is the fitted concentration of half-maximal effect; % is set by controls: 0 for no effect and ±100 for the full control effect; nearly all actives have a fitted effect of over 55% in size
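Cells are plated, allowed 12 hours at 37 deg C, then treated with compounds for 24 hr before luciferase detection reagent is added and luminescence is read after 12 min at room temperature. The HEK293 line carries constitutively active GLP-1R with a cAMP-responsive reporter.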
GLP1R cytotox: qHTS of GLP-1 Receptor Inverse Agonists: Cytotox Screen. HEK293 cAMP-luciferase reporter cells, luminescence, 24 h. Potency, µM (highest dose often 38.3 µM), for the others: top-dose activity change, negative = inhibition, usual class: inhibitors. hit rate 0.13% among 410,000;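 note: loss of luciferase light is scored as toxicity; potency is the fitted concentration of half-maximal effect; % is set by controls: 0 for no effect and ±100 for the full control effect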
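Quantitative HTS format, 1536 wells, 200 cells/uL seeded. Compounds: 23 nL, 24 h, 37 °C. Detection: luciferase reagent, luminescence at 12 min RT; decreased signal taken as cytotoxic.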
EPAC1 ag: qHTS for Agonist of cAMP-regulated guanine nucleotide exchange factor 3 (EPAC1): primary screen. hit rate 0.073% among 360,000. Potency, µM (series often up to 154 µM), for the others: at the highest dose activation, actives largely listed as activators. EPAC1 agonist qHTS, biochemical assay; response scale: 100% = response to 6.5 mM cAMP. Rap guanine nucleotide exchange factor 3 (Homo sapiens), O95398; note: potency is the fitted concentration of half-maximal effect; nearly all actives have a fitted effect of over 60% in size
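Read-out is the fluorescence drop as BODIPY-GDP leaves Rap1B (480 nm excitation, 540 nm emission), recorded every 5 minutes over 30 minutes. Reactions held 100 nM EPAC1, 250 nM Rap1B–BODIPY-GDP and 50 uM GDP, with 6.5 mM cAMP setting full activation.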
PTHR1 agonist: qHTS for PTHR1 Agonists: Primary Screen; Parathyroid hormone/parathyroid hormone-related peptide receptor (Homo sapiens), Q03431; HEK293 GP2 PTHR1 cells, GloSensor cAMP luminescence, 1 h; Potency, µM (series often up to 115 µM), for the others: top-dose activation, actives largely listed as activators; hit rate 0.075% among 410,000; note: potency is the fitted concentration of half-maximal effect; nearly all actives have a fitted effect of over 55% in size; some results filed as inactive show a strong effect at the top dose; inactives centre near -15; many of its hits are not listed in these tables
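HEK-293-derived GP2 cells expressing PTHR1 and a GloSensor cAMP reporter, 3,000/well, plated overnight, given luciferin plus IBMX (each 0.5 mM as added) for 1 h at 37 °C, then compound for 1 h at 37 °C. Luminescence was read after 15 min at room temperature.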
IL-2 act: qHTS of IL-2 Activators; IL-2 activation reporter assay, cell-based qHTS; stimulated with anti-CD3/CD4/CD28 beads; in transgenic mouse T cells; activation, % (series mostly up to about 46 µM); hit rate 0.065% among 360,000; in the data active = activation above about 50%; inconclusive = mostly about 30% to 49%; note: 0% is about no effect
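Screening format: compound pinned onto unstimulated transgenic mouse T cells, 60 min incubation, then anti-CD3/anti-CD4/anti-CD28 bead stimulation for 18 hours at 37 degrees C, followed by EGFP and DsRed detection.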
PI5P4Ka inh: qHTS for Inhibitors of phosphatidylinositol 5-phosphate 4-kinase (PI5P4K) | Phosphatidylinositol 5-phosphate 4-kinase type-2 alpha (Homo sapiens), P48426 | PI5P4Kalpha enzyme, ADP-Glo luminescence, 60 min; active compounds read low | max response, % | hit rate 1.2% among 330,000 | AID 652105, 2013; active = max response of -50% or lower; inconclusive = between -30% and -50%; inactive = -30% or higher; note: value at the top dose of about 77 µM; % is set by controls: 0 for no effect and ±100 for the full control effect
Target sequence (P48426 whole entry, looked up): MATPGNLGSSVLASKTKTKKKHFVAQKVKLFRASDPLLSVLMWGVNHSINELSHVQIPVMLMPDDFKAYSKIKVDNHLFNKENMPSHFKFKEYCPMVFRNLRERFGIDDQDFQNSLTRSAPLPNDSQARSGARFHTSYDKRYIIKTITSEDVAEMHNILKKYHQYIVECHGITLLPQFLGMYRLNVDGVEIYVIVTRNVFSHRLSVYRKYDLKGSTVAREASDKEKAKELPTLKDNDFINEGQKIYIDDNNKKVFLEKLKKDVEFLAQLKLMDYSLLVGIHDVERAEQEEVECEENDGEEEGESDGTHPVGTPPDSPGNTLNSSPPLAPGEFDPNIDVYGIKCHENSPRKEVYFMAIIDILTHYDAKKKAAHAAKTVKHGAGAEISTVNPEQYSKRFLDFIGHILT
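ADP-Glo luminescence end-point after a 60 min room-temperature kinase reaction. PI5P4Kalpha and substrate in HEPES pH 7.4 buffer with EGTA, 0.1% CHAPS and 5% DMSO; ATP at 5 microM final.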
* = called active by the depositor; [ ] = another dose, or the depositor's remark. Unless noted, calls come from the whole dose curve; as a rule, active = well fitted curve in the direction sought with a large enough effect; inconclusive = small, poorly fitted or top-dose-only effect, or another doubt; inactive = no such curve, though single readings can be large; an effect the other way counts as inactive or inconclusive. An excerpt; count on the stated rates, not on these rows.

Results for COc1ccc(C(=O)OCCCc2cc3ccccc3c(=O)o2)cc1 ?
PLK1 PBD block: -14%; EPAC1 antagonist: inconclusive; GLP1R ag: 9%; GLP1R inv ag: -6%; GLP1R cytotox: 4%; EPAC1 ag: 9%; PTHR1 agonist: inactive; IL-2 act: -1.1; PI5P4Ka inh: -2

What do the screens show for `C(=N\Nc1ccc2nncn2n1)/c1ccccn1`?
PLK1 PBD block: -10%; EPAC1 antagonist: 6%; GLP1R ag: 6%; GLP1R inv ag: inconclusive; GLP1R cytotox: 0%; EPAC1 ag: 10%; PTHR1 agonist: -30%; IL-2 act: -0.6; PI5P4Ka inh: 3

Results for CC#CCCC(=O)N1C=Cc2ccccc2C1C#N (configuration not stated) ?
PLK1 PBD block: 12µM*; EPAC1 antagonist: -24%; GLP1R ag: -6%; GLP1R inv ag: 3%; GLP1R cytotox: 0%; EPAC1 ag: -8%; PTHR1 agonist: -17%[57.5 µM]; IL-2 act: -0.4; PI5P4Ka inh: -20

What do the screens show for `O=C(CSc1ncn(-c2ccccc2)n1)c1cccs1`?
PLK1 PBD block: inconclusive; EPAC1 antagonist: 7%; GLP1R ag: 0%; GLP1R inv ag: 13%; GLP1R cytotox: 7%; EPAC1 ag: 3%; PTHR1 agonist: -21%; IL-2 act: -0.7; PI5P4Ka inh: -11

How did Cc1ccc(S(=O)(=O)N(C)C)cc1NC(=O)COC(=O)C1=COCCO1 do in these assays?
PLK1 PBD block: -2%; EPAC1 antagonist: 1%; GLP1R ag: 10%; GLP1R inv ag: -23%; GLP1R cytotox: 5%; EPAC1 ag: 15%; PTHR1 agonist: inactive; IL-2 act: -0.3; PI5P4Ka inh: 10

What do the screens show for `CCC(=O)N1c2ccc(S(=O)(=O)CCC(=O)NCc3ccc(OC)cc3)cc2CC1C` (configuration not stated)?
GLP1R ag: 5%; GLP1R inv ag: -23%; GLP1R cytotox: -24%; PTHR1 agonist: -42%

Results for COc1cc(NS(=O)(=O)c2ccc3ccccc3c2)c2ncccc2c1 ?
PLK1 PBD block: -7%; EPAC1 antagonist: -13%; GLP1R ag: 0%; GLP1R inv ag: -12%; GLP1R cytotox: -21%; EPAC1 ag: 6%; PTHR1 agonist: inactive; IL-2 act: -0.8; PI5P4Ka inh: -5

How did CCN(Cc1cnn(C)c1)C(=O)c1cc(COc2ccc3c(c2)CCCC3)on1 do in these assays?
PLK1 PBD block: -12%; EPAC1 antagonist: 1%; GLP1R ag: 7%; GLP1R inv ag: -28%; GLP1R cytotox: -6%; EPAC1 ag: 11%; PTHR1 agonist: -23%; IL-2 act: -1.5; PI5P4Ka inh: -1

What do the screens show for `COc1cccc(-n2c(O)c(C=NCc3ccccn3)c3ccccc3c2=O)c1`?
PLK1 PBD block: 2%; EPAC1 antagonist: 13%; GLP1R ag: 1%; GLP1R inv ag: 1%; GLP1R cytotox: 1%; EPAC1 ag: 2%; PTHR1 agonist: -1%; IL-2 act: -6.1; PI5P4Ka inh: 8

What do the screens show for `CC1(c2ccccc2)NC(=O)N(CC(=O)NNC(=O)c2cccc(Cl)c2)C1=O` (configuration not stated)?
PLK1 PBD block: 3%; EPAC1 antagonist: -3%; GLP1R ag: -7%; GLP1R inv ag: -6%; GLP1R cytotox: 0%; EPAC1 ag: -8%; PTHR1 agonist: -23%; IL-2 act: 0.2; PI5P4Ka inh: -9

What do the screens show for `CCOC(=O)CCNC(=O)CCNC(=O)C(c1ccccc1)c1ccccc1`?
PLK1 PBD block: 1%; EPAC1 antagonist: -10%; GLP1R ag: -2%; GLP1R inv ag: -5%; GLP1R cytotox: 17%; EPAC1 ag: 8%; PTHR1 agonist: inactive; IL-2 act: -3.0; PI5P4Ka inh: 2

How did CC(NC(=O)/C=C/c1ccc(Br)cc1)c1ccc(Cl)cc1 (configuration not stated) do in these assays?
PLK1 PBD block: 5%; EPAC1 antagonist: 5%; GLP1R ag: 4%; GLP1R inv ag: 12%; GLP1R cytotox: -10%; EPAC1 ag: 2%; PTHR1 agonist: inactive; IL-2 act: 0.1; PI5P4Ka inh: 8

How did CCCCC(O)(CCCC)C(=O)NN(C(=O)OC)c1ccccc1 do in these assays?
PLK1 PBD block: -15%; EPAC1 antagonist: -3%; GLP1R ag: 1%; GLP1R inv ag: -26%; GLP1R cytotox: -2%; EPAC1 ag: 0%; PTHR1 agonist: -23%; IL-2 act: -2.8; PI5P4Ka inh: 6

How did Cc1c(C=C(C#N)c2ccc([N+](=O)[O-])cc2)c(=O)n(-c2ccccc2)n1C do in these assays?
PLK1 PBD block: 0%; EPAC1 antagonist: 4%; GLP1R ag: 0%; GLP1R inv ag: 1%; GLP1R cytotox: inconclusive; EPAC1 ag: 3%; PTHR1 agonist: -5%; IL-2 act: inconclusive; PI5P4Ka inh: 1

Results for O=C(Cc1ccc(NC2=NC3CS(=O)(=O)CC3S2)cc1)NCc1ccc(Cl)cc1 (configuration not stated) ?
PLK1 PBD block: -2%; EPAC1 antagonist: 7%; GLP1R ag: -1%; GLP1R inv ag: 2%; GLP1R cytotox: -13%; EPAC1 ag: -3%; PTHR1 agonist: -24%; IL-2 act: -2.5; PI5P4Ka inh: -6

How did CCCOc1ccc(C2C(C(=O)c3ccc(C)o3)=C(O)C(=O)N2Cc2ccco2)cc1OCC (configuration not stated) do in these assays?
PLK1 PBD block: -19%; EPAC1 antagonist: -22%; GLP1R ag: -6%; GLP1R inv ag: inconclusive; GLP1R cytotox: -2%; EPAC1 ag: -6%; PTHR1 agonist: -10%; IL-2 act: -1.3; PI5P4Ka inh: -8

What do the screens show for `CCc1nn(C(C)C(=O)NCc2ccc(Cl)cc2)c(=O)c2cc3occc3n12` (configuration not stated)?
PLK1 PBD block: 1%; EPAC1 antagonist: 10%; GLP1R ag: -1%; GLP1R inv ag: inconclusive; GLP1R cytotox: 0%; EPAC1 ag: 3%; PTHR1 agonist: -31%[inhibitor]; IL-2 act: -2.5; PI5P4Ka inh: -2

How did CCOc1ccc(CC2c3cc(OCC)c(OCC)cc3CCN2C(=O)CN2CCN(C)CC2)cc1OCC (configuration not stated) do in these assays?
PLK1 PBD block: -27%; EPAC1 antagonist: 2%; GLP1R ag: 13%; GLP1R inv ag: -53%; GLP1R cytotox: 1%; EPAC1 ag: 3%; PTHR1 agonist: inactive; IL-2 act: 2.1; PI5P4Ka inh: 0

What do the screens show for `O=C(Nc1cccc(Cl)c1N1CCOCC1)c1ccc2c(c1)OCCO2`?
PLK1 PBD block: inconclusive; EPAC1 antagonist: -9%; GLP1R ag: 15%; GLP1R inv ag: -15%; GLP1R cytotox: -2%; EPAC1 ag: -2%; PTHR1 agonist: -17%; IL-2 act: 1.2; PI5P4Ka inh: 4

How did CC(/C=N/NC(=O)CCn1nnc2ccccc21)=C\c1ccccc1 do in these assays?
PLK1 PBD block: -3%; EPAC1 antagonist: 8%; GLP1R ag: 12%; GLP1R inv ag: 2%; GLP1R cytotox: inconclusive; EPAC1 ag: -8%; PTHR1 agonist: -8%; IL-2 act: -5.7; PI5P4Ka inh: -8

What do the screens show for `O=C(Cc1ccccc1)Nn1c(-c2ccccc2)nc2ccccc2c1=O`?
PLK1 PBD block: -7%; EPAC1 antagonist: -29%; GLP1R ag: 1%; GLP1R inv ag: -8%; GLP1R cytotox: 3%; EPAC1 ag: -8%; PTHR1 agonist: -40%; IL-2 act: 1.1; PI5P4Ka inh: 11

What do the screens show for `CC1=C(C(=O)OCc2ccccc2)C(c2cccc([N+](=O)[O-])c2)NC(=O)N1C` (configuration not stated)?
PLK1 PBD block: -9%; EPAC1 antagonist: 2%; GLP1R ag: 8%; GLP1R inv ag: -6%; GLP1R cytotox: 1%; EPAC1 ag: 12%; PTHR1 agonist: -13%; IL-2 act: -0.4; PI5P4Ka inh: -1

How did COc1cc(/C=C(\C#N)C(=O)NC(C)C)ccc1OCc1ccc(C(=O)O)cc1 do in these assays?
PLK1 PBD block: -20%; EPAC1 antagonist: -19%; GLP1R ag: 2%; GLP1R inv ag: 37%[activator]; GLP1R cytotox: -4%; EPAC1 ag: 0%; PTHR1 agonist: -67%; IL-2 act: -1.1; PI5P4Ka inh: -14

Three compounds from above, ordered by length of the SMILES, ascending:
What do the screens show for `COc1cccc(-n2c(O)c(C=NCc3ccccn3)c3ccccc3c2=O)c1`?
PLK1 PBD block: 2%; EPAC1 antagonist: 13%; GLP1R ag: 1%; GLP1R inv ag: 1%; GLP1R cytotox: 1%; EPAC1 ag: 2%; PTHR1 agonist: -1%; IL-2 act: -6.1; PI5P4Ka inh: 8

What do the screens show for `CCc1nn(C(C)C(=O)NCc2ccc(Cl)cc2)c(=O)c2cc3occc3n12` (configuration not stated)?
PLK1 PBD block: 1%; EPAC1 antagonist: 10%; GLP1R ag: -1%; GLP1R inv ag: inconclusive; GLP1R cytotox: 0%; EPAC1 ag: 3%; PTHR1 agonist: -31%[inhibitor]; IL-2 act: -2.5; PI5P4Ka inh: -2

Results for O=C(Cc1ccc(NC2=NC3CS(=O)(=O)CC3S2)cc1)NCc1ccc(Cl)cc1 (configuration not stated) ?
PLK1 PBD block: -2%; EPAC1 antagonist: 7%; GLP1R ag: -1%; GLP1R inv ag: 2%; GLP1R cytotox: -13%; EPAC1 ag: -3%; PTHR1 agonist: -24%; IL-2 act: -2.5; PI5P4Ka inh: -6
